# STK33 kinase inh: inhibitors of purified STK33 kinase, primary screen, biochemical, ADP-Glo luminescence, homogeneous, cell-free | MBP phosphorylation | inhibition, % at 10 µM | 0.073% of 320,000 active | AID 2661, 2010;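 active = inhibition at or above 25%, using the most active replicate where run in duplicate; inactive = inhibition below 25%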
# Target sequence (Q9BYT3 whole entry, looked up): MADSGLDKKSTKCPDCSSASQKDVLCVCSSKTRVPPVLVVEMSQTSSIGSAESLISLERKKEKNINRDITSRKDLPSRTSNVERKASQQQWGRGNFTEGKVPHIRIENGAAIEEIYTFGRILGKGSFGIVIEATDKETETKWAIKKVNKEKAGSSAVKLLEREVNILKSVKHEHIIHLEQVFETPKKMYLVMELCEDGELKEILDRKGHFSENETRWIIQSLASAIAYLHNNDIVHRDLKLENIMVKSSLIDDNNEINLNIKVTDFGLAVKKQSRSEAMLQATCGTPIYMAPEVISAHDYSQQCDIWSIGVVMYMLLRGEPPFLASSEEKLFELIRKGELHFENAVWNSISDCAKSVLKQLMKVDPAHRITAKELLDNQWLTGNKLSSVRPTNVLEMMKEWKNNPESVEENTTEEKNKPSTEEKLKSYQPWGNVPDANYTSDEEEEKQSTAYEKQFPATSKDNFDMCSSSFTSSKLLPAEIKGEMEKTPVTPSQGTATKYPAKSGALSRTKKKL
# CHT PAM: CHT positive allosteric modulators, primary screen, cell-based, membrane potential dye, choline EC20; High affinity choline transporter 1 (Homo sapiens), Q9GZV3; CHT-expressing cells; hits give high values; LV-AA mutant CHT in HEK293 cells; B-score at 10 µM; 0.49% of 310,000 active;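 active = initial fluorescence not abnormally high and integrated response B-score, plate-corrected, over 3 SD above library mean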
# Target sequence (Q9GZV3 whole entry, looked up): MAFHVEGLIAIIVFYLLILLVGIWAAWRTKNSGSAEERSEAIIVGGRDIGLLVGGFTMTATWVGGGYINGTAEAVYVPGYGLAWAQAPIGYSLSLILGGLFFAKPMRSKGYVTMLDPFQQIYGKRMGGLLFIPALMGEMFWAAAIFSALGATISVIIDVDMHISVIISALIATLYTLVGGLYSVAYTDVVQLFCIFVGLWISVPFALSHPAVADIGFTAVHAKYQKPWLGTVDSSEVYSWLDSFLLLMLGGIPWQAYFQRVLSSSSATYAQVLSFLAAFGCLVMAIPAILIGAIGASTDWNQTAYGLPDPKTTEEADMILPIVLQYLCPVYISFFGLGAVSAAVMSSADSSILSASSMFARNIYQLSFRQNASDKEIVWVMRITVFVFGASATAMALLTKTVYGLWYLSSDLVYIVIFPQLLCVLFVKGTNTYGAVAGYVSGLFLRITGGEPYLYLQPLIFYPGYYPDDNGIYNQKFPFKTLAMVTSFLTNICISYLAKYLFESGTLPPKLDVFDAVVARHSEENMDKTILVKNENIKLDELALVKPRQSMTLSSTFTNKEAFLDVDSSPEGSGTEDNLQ
# CHT inh: inhibitors of human choline transporter CHT | High affinity choline transporter 1 (Homo sapiens), Q9GZV3 | CHT-expressing cells, membrane potential dye, choline response; hits give low values | B-score at 10 µM | 0.86% of 310,000 active;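 active = B-score over 3 SD under the library average, and starting fluorescence ratio not unusually high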;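 also: choline stimulus applied at its EC90 after an EC20 pre-addition; B-score computed on integrated fluorescence ratio after choline addition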
# * marks the source's active call; other numbers are inactive results; i = inactive; . = no result given.
# Below each compound – STK33 kinase inh, CHT PAM, CHT inh
CC1CC2c3cccc(C(=O)O)c3C(=O)N2c2ccc(Cl)cc21 (stereo not given)
 : 0.7, i, i
Cc1nnc(NC(=O)CSc2nc(N)c(NC(=O)c3cccs3)c(=O)[nH]2)s1
 : -1.6, i, i
CCNc1ccccc1CP(=O)(c1ccccc1)c1ccccc1O (stereo not given)
 : 0.0, i, i
CCOc1ccc(C(C)C)cc1S(=O)(=O)n1nc(C)cc1C
 : -1.0, i, i
CCn1nc(C(=O)Nc2ccc(C)c(C)c2)c(Cl)c1Cl
 : -2.8, i, i
Cc1ccc2sc(C)[n+](CCC(C)S(=O)(=O)[O-])c2c1 (stereo not given)
 : ., i, i
CCC(C)NC(=O)C1CC(c2ccc(OC)cc2)=NO1 (stereo not given)
 : -1.7, i, i
CC1(C)CN(c2ccsc2C(=O)O)C1=O
 : -0.6, i, i
CN(Cc1ccccc1)CC(O)COc1ccc(CNCCOc2cccnc2)cc1 (stereo not given)
 : -1.2, i, i
CCN(CC)C(=O)C1CCCN(c2ccc([N+](=O)[O-])cc2/C=N/NC(=O)c2cccc([N+](=O)[O-])c2)C1 (stereo not given)
 : 0.2, i, i
COCCN(CCOC)CC(O)COC(c1ccccc1)c1ccccc1 (stereo not given)
 : -0.4, i, i
Cc1nc(CC(=O)c2ccc(O)c(C)c2O)cs1
 : 1.1, i, i
Cc1cc(-n2cnc(-c3cn[nH]c3C)n2)no1
 : 4.3, i, i
CC(=O)Oc1ccc2nc(/C=C/c3ccccc3)oc(=O)c2c1
 : 0.5, i, i
CCn1c(C)c(C)c2cc(C(=O)NCCCN3CCCCC3)ccc21
 : -0.5, i, i
C/C(=N\NC(=O)c1ccccc1)c1ccc(C)c([N+](=O)[O-])c1
 : -1.2, i, i
Cc1ccc(C(=O)N2CCC(C(=O)Nc3cccc([N+](=O)[O-])c3)CC2)cc1
 : -2.2, i, i
CCc1ccc(N(C(=O)c2ccco2)C(C(=O)NC2CCCC2)c2ccco2)cc1 (stereo not given)
 : -0.6, i, i
O=C(O)CCCC(=O)Nc1cccc([N+](=O)[O-])c1
 : -0.7, i, i
Cc1cc(NC(=O)CC#N)n(-c2nc3ccccc3[nH]2)n1
 : -0.1, i, i
CC(C)CN(CC(C)C)C(=O)Cc1coc2ccc3ccccc3c12
 : -0.7, i, i
CC(OC(=O)c1ccccc1O)C(=O)Nc1cccc(Cl)c1 (stereo not given)
 : -0.7, i, i
COc1ccc(-c2nc3c(n2O)CCCC3=O)cc1OC
 : 0.2, i, i
CCOC(=O)c1c(C)n(C)c2ccc(OC)c(NC(=O)CCN3CCSCC3)c12
 : -0.5, i, i
NC(=O)c1ccccc1N
 : 5.5, i, i
CS(=O)c1nc(-c2ccc(Br)cc2)cc(-c2ccccc2)c1C#N (stereo not given)
 : -0.3, i, i
Cc1nn(-c2ccccc2)c(N)c1C(O)(CC(=O)C(F)(F)F)C(F)(F)F (stereo not given)
 : -1.5, i, i
CN1C(=O)CSc2ccc(NC(=O)Nc3ccccn3)cc21
 : 0.2, i, i
COC(=O)C1C2C=CC3(CN(Cc4cccs4)C(=O)C13)O2 (stereo not given)
 : -2.3, i, i
Brc1ccc(Oc2ncc(CN3CCOCC3)s2)cc1
 : -0.1, i, i
Nc1nc2nc(SCC(=O)N3CCCc4ccccc43)[nH]c2c(=O)[nH]1
 : -1.2, i, i
FC(F)(F)c1ccnc(Sc2n[nH]c(C(F)(F)F)n2)c1
 : -2.1, i, i
O=C1NN(c2ccc(F)cc2)C(=O)/C1=C/c1cccs1
 : -1.4, i, i
CCCCCCCOc1ccc(-c2ccc(C#N)cn2)cc1
 : -0.7, i, i
O=C1CC(Nc2ccccc2)C(=O)N1c1ccc(N2CCOCC2)cc1 (stereo not given)
 : -2.0, i, i
COCCN(C(=S)Nc1cc(C)cc(C)c1)C(C)c1cccnc1 (stereo not given)
 : -0.1, i, i
COCCc1ncc(CN2CCCC(C(=O)Nc3cccc(-c4cccc(C)c4)c3)C2)cn1 (stereo not given)
 : 1.9, i, i
O=C(O)CCn1c(-c2ccccc2)cc2ccccc21
 : -1.8, i, i
CCn1c(=O)c(CCC(=O)NCC2CCCO2)c(C)c2c(C)nn(-c3ccccc3)c21 (stereo not given)
 : -1.7, i, i
CCOC(=O)c1c(/N=C/N(C)C)sc(C=O)c1-c1ccccc1
 : -0.5, i, i
COc1ccc(-c2nnc(-c3cccnc3)o2)cc1
 : -3.4, i, i
CC1CCCN(Cc2ccc(OCc3ccccc3)cc2)C1 (stereo not given)
 : 0.3, i, i
Cc1cccn2c(=O)c3cc(C(=O)NC4CCCCC4)c(=N)n(Cc4ccccc4)c3nc12
 : -1.1, i, i
Nc1ccc(Sc2cnn(-c3ccccc3)c(=O)c2Cl)cc1
 : -1.0, i, i
O=C(CSc1nc2c(cnn2-c2ccccc2)c(=O)[nH]1)N1N=C(c2cccs2)CC1c1ccc(F)cc1 (stereo not given)
 : -0.2, i, i
Nc1ccc2nc(C(F)(F)F)[nH]c2c1
 : 0.5, i, i
COc1ccc([C@@H]2Sc3ccccc3NC(=O)[C@@H]2O)cc1
 : -1.6, i, i
CN(C)S(=O)(=O)c1cccc(NC(=O)COC(=O)CNC(=O)c2cccc([N+](=O)[O-])c2)c1
 : -1.4, i, i
Cc1ccc(C)c(NC(=O)CCN2CCN(C)CC2)c1
 : -0.4, i, i
Cc1cccc(NC(=O)c2ccccc2O)c1C
 : 0.3, i, -6.36*
Cc1[nH]n(-c2ccccc2)c(=O)c1C=Nc1ccc(S(=O)(=O)N=C(N)N)cc1
 : 0.8, i, i
O=C(Nc1ccc(Cl)c([N+](=O)[O-])c1)c1ccc(NCCCN2CCOCC2)c([N+](=O)[O-])c1
 : 0.3, i, i
CCOc1ccc(Nc2oc(-c3cccc(Cl)c3)nc2C#N)cc1
 : 0.1, i, i
O=[N+]([O-])c1ccc(/C=N/n2cnc3ccccc32)s1
 : 0.1, i, i
CCN(CC)C(=O)Cn1nc(-c2ccccc2O)nc1SCC(=O)Nc1ccc(OC)cc1
 : -0.9, i, i
CN1CCN(C2Cc3cc(Cl)ccc3Sc3cc(F)ccc32)CC1 (stereo not given)
 : 0.1, i, i
Cc1ccc2c(c1)N(CC(=O)NCC1CCCO1)C(=O)CO2 (stereo not given)
 : -1.3, i, i
Cc1cc2c(=O)n(C)c(SCC(=O)NC3CCCC3)nc2s1
 : ., i, i
O=C(CSc1cccc2cccnc12)N/N=C/c1cccnc1
 : 0.1, i, i
COc1ccc(S(=O)(=O)NCc2ccccn2)cc1
 : 2.0, i, i

# Further compounds:
# Below each compound – STK33 kinase inh, CHT PAM, CHT inh
CN(C)CCCN(C(=O)c1cc2ccccc2oc1=O)c1nc2ccc(F)cc2s1
 : ., i, i
NC(=O)CSc1nnc(-c2ccc(S(=O)(=O)N3CCCC3)cc2)n1CC1CCCO1 (stereo not given)
 : -0.1, i, i
Cc1ccccc1Oc1cc(NC(=O)Cn2cnc([N+](=O)[O-])c2)cc([N+](=O)[O-])c1
 : ., i, i
Cc1ccc(OC(C)C(=O)Nc2ccc(S(=O)(=O)N3CCOCC3)cc2)cc1 (stereo not given)
 : 0.2, i, i
O=C(O)C1CC=CCC1C(=O)Nc1ccccc1C(=O)N1CCN(c2ccc(Cl)cc2)CC1 (stereo not given)
 : -1.4, i, i
CC(=O)Nc1ccc(NC(=O)C2CCCN2C(=O)Nc2cccc(F)c2)cc1 (stereo not given)
 : -0.4, i, i
COC(=O)c1[nH]c2cc(OC)ccc2c1NC(=O)c1c(F)cccc1F
 : -2.0, i, i
Cc1cc(C)cc(NC(=O)CN2CCCN(S(=O)(=O)c3ccc(Br)s3)CC2)c1
 : -1.0, i, i
CCOc1ccc(C(=O)N2CCN(CCc3ccccc3)CC2)cc1OCC
 : 3.2, i, i
COc1cc([C@H]2[C@@H]3CCCC[C@]3(O)CCN2CC(=O)Nc2ccc(C)cc2)ccc1O
 : -0.9, i, i
C=CCn1c(C)cc(C(=O)COC(=O)[C@@H](NC(=O)c2ccccc2Cl)C(C)C)c1C
 : -0.2, i, i
CN(Cc1ccc(F)cc1)C(=O)c1cccc(OC2CCN(C3CCCC3)CC2)c1
 : -1.7, i, i
COc1ccccc1N(C)S(=O)(=O)c1ccc(C(=O)NCCc2ccc(F)cc2)cc1
 : -0.2, i, i
COc1ccc(S(=O)(=O)n2ccnc2)c2cccnc12
 : -1.7, i, i
COc1cc(C(=O)N2CCCN(c3nc4cc(C)ccc4cc3C#N)CC2)cc(OC)c1OC
 : 0.8, i, i
CCCn1c(C(CO)Nc2nc(C)cs2)nc2ccccc21 (stereo not given)
 : -0.8, i, i
O=C1c2cccnc2C(Nc2ccc(F)c(Cl)c2)N1Cc1cccs1 (stereo not given)
 : -1.2, i, i
CC(C)OC(=O)CSc1nnc(COc2ccc([N+](=O)[O-])cc2)n1C
 : -0.4, i, i
OC(CC#CCN1CCOCC1)(c1ccccc1)c1ccccc1
 : -0.1, i, i
CC(C)(C)C1CCC(OCC(O)CN2CCN(c3ccccn3)CC2)CC1 (stereo not given)
 : -0.9, i, i

# Molecules listed so far with a furan ring, fused or not (2):
# Below each compound – STK33 kinase inh, CHT PAM, CHT inh
CCc1ccc(N(C(=O)c2ccco2)C(C(=O)NC2CCCC2)c2ccco2)cc1 (stereo not given)
 : -0.6, i, i
CC(C)CN(CC(C)C)C(=O)Cc1coc2ccc3ccccc3c12
 : -0.7, i, i

# The results go on.
# Below each compound – STK33 kinase inh, CHT PAM, CHT inh
O=C(O)Cn1c(=O)n(Cc2ccccc2)c2ccccc21
 : -1.1, i, i
COc1ccc(C(=O)NCC(=O)OCc2ccc(F)cc2)cc1
 : -0.9, i, i
CCn1ccnc1CN(C)Cc1nc(-c2ccccc2)no1
 : -0.4, i, i
FC(F)(F)Oc1ccc(NC(=S)NCCCN2CCOCC2)cc1
 : 0.6, i, i
CCN(CCO)Cc1csc2ccc(C(C)(C)C)cc12
 : -0.7, i, i
COc1ccc(C(=O)n2nc(C)c(Br)c2C)cc1OC
 : -0.3, i, i
Cc1ccccc1CSCC(=O)Nc1ccccc1Br
 : -1.4, i, i
COc1ccc(C)cc1S(=O)(=O)N(C)CC(=O)NC1CCCC1
 : -0.9, i, i
Cc1ccc(NC(=O)CSc2nc(=O)n(CCCN3CCOCC3)c3c2CCCC3)cc1
 : -0.1, i, i
CCCCc1cc(=O)oc2cc(C)cc(OCC(=O)NCc3ccccn3)c12
 : 0.1, i, i
CCCc1ccc(OC(=O)c2cccs2)cc1
 : -1.0, i, i
O=C(O)Cn1cc2c(n1)CCCCC2
 : -0.6, i, i
O=C(COC(=O)c1ccc(Br)o1)NCc1cccs1
 : -0.7, i, i
COc1ccc(NC(=O)Nc2nnc(CC(=O)Nc3ccccc3)s2)cc1
 : -0.1, i, i
COc1cc(N)ccc1C(=O)O
 : -0.8, i, i
C=CCOc1ccc2nc(NC(=O)OC)[nH]c2c1
 : -0.3, i, i
CCCCC(=O)NC(NC(=O)CCCC)c1ccc(OCC(C)C)c(OC)c1
 : -1.7, i, i
Fc1ccc(Nc2ncnc3ccccc23)cc1
 : 0.3, i, i
Cc1ccc(N/C=C(\C#N)S(=O)(=O)c2ccccc2)cc1
 : 0.8, i, i
O=S(Cc1ccc(Br)cc1)Cc1nnc(SCc2c(Cl)cccc2Cl)n1-c1ccccc1 (stereo not given)
 : -0.9, i, i

# 2 of the compounds above, as labelled records:
> CCCc1ccc(OC(=O)c2cccs2)cc1
  STK33 kinase inh: -1.0
  CHT PAM: i
  CHT inh: i
> CCCCC(=O)NC(NC(=O)CCCC)c1ccc(OCC(C)C)c(OC)c1
  STK33 kinase inh: -1.7
  CHT PAM: i
  CHT inh: i

# The results go on:
# Below each compound – STK33 kinase inh, CHT PAM, CHT inh
O=C(NCCN1CCC(Cc2ccccc2)CC1)C1CCN(S(=O)(=O)N2CCC3(CC2)OCCO3)CC1
 : -3.8, i, i
O=C(c1ccccc1)N1N=C(c2ccccc2)CC1c1ccc2nccnc2c1 (stereo not given)
 : -2.8, i, i
CCOC(=O)CNC(=O)CSc1nnc(-c2cccc(C)c2)n1-c1ccc(OC)cc1
 : 0.7, i, i
CC(=O)NC12CC3CC(C1)CC(C(=O)Nc1c(C)n(C)n(-c4ccccc4)c1=O)(C3)C2
 : -0.6, i, i
C[C@@]12C(=O)N(c3ccc(F)cc3)C(=O)N1[C@@H]1c3ccccc3OC[C@@H]1[C@H]2c1ccccc1
 : -0.9, i, i
Clc1ccc(CO/N=C/c2cccs2)cc1
 : -1.0, i, i
Cc1ccccc1OCC(=O)NNC(=O)Nc1ccc(Cl)cc1
 : -1.0, i, i
CC(=O)Nc1ccc(NC(=O)CCNC(=O)c2ccccc2Cl)cc1
 : -0.1, i, i
CS(=O)(=O)N1N=C(c2ccc(Br)cc2)CC1c1ccc2c(c1)OCO2 (stereo not given)
 : 0.2, i, i
CC1=C(C(=O)Nc2ccc(C)cc2C)C(c2cccc([N+](=O)[O-])c2)n2nc(C(=O)OC(C)C)nc2N1 (stereo not given)
 : 0.9, i, i
Cc1cccc(C(=O)NCCCNC(=O)c2cccnc2)c1
 : 1.3, i, i
O=C(CCl)c1ccc2c(c1)CCN2C(=O)C1CC1
 : 0.0, i, i

# Arranged by value in STK33 kinase inh (descending): 4 of the compounds above.
SMILES	STK33 kinase inh
Cc1cccc(C(=O)NCCCNC(=O)c2cccnc2)c1	1.3
CS(=O)(=O)N1N=C(c2ccc(Br)cc2)CC1c1ccc2c(c1)OCO2 (stereo not given)	0.2
CC(=O)NC12CC3CC(C1)CC(C(=O)Nc1c(C)n(C)n(-c4ccccc4)c1=O)(C3)C2	-0.6
C[C@@]12C(=O)N(c3ccc(F)cc3)C(=O)N1[C@@H]1c3ccccc3OC[C@@H]1[C@H]2c1ccccc1	-0.9

# Assay outcomes: PubChem, several laboratories

# Rows are unselected, and some 1.5% of all compounds hit somewhere here.
